Compound activity deposited in PubChem by several laboratories.
GalR3 antagonist: GalR3 antagonists in HEK293 cells, primary screen, cell-based, fluorescence readout; 360,000 compounds, 0.44% hits; HEK293 GalR3-CNG cAMP membrane potential fluorescence; galR3 body fused to GalR1 C-terminus; Galanin receptor type 3 (Homo sapiens), O60755; inhibition, % at 3 µM;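 active = inhibition above the screen-wide average plus 3 SD, cut at about 13% in these data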;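 also: forskolin and galanin both at EC90 stimulate the cells; cAMP rise reported by CNG channel membrane potential dye signal; 0% = forskolin plus galanin with DMSO and 100% = forskolin alone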
Target sequence (O60755 1-299 limits assumed): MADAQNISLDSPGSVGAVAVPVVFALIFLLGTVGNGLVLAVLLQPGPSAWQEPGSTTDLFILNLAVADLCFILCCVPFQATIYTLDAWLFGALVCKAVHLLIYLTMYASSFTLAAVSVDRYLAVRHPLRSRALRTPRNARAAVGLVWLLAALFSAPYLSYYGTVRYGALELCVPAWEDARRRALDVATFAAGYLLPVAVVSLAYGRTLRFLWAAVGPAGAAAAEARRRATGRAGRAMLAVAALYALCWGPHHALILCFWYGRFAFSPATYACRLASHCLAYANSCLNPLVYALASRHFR
IDE cell inh: human IDE inhibitors in live cells, primary screen, fluorescence polarization, HEK cells, FAbetaB substrate; FAbetaB cleavage; Insulin-degrading enzyme (Homo sapiens), P14735; inhibition, % at 5.59 µM; AID 434962, 2010; 320,000 compounds, 0.41% hits;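 active = percent inhibition above the average of all tested compounds plus 3 SD, set per screening campaign, cut at about 16% in these data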;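 also: IDE supplied by intact live HEK cells; FP after avidin binding of uncleaved biotin substrate so inhibition keeps polarization high; 0% = DMSO wells and 100% = 60 µM reference IDE inhibitor Ii1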
IDE cell activ: human IDE activators in live cells, primary screen, fluorescence polarization, HEK cells, FAbeta-B substrate. activation, % at 5.96 µM. Insulin-degrading enzyme (Homo sapiens), P14735. FAbeta-B cleavage; 0% vehicle, 100% cell-free pure enzyme wells. 340,000 compounds, 0.073% hits;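 active = activation above the mean of all tested compounds plus 3 SD, set per screening campaign, cut at about 17% in these data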
p-CIP stab down: p/CIP-EGFP fusion destabilizers, primary screen, fluorescence, F442A cells. Q05BA5. 16 h. decrease of EGFP signal, % at 10 µM. 290,000 compounds, 0.01% hits;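 active = EGFP signal decrease of at least 30% at 10 µM or well 3 SD below plate mean, unless failing retest; inactive = the rest, including hits failing retest or dose response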; also: some compounds called inactive have numbers as strong as hits; many of its hits are not listed in these tables
MEKK3 PB1 HTS: modulators of MEKK3-MEK5 PB1 binding, primary screen, biochemical, wildtype MEKK3, multiplex bead flow cytometry, Alexa488-MEK5. AID 1529, 2009. binding response (% of control), % at 10 µM. 290,000 compounds, 1.4% hits. Mitogen-activated protein kinase kinase kinase 3 (Homo sapiens), Q99759. bead-based flow cytometry, Alexa488-MEK5 binding to MEKK3; actives lie on both sides; 0 = blocked by unlabeled MEK5, 100 = vehicle;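 active = binding response more than 3 SD above or below the average of its plate-row segment, actives on both sides; inconclusive = wells at one plate position flagged as instrument error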;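 also: Alexa488 bead fluorescence after subtracting the streptavidin-only scavenger bead signal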
Target sequence (Q99759 whole entry, looked up): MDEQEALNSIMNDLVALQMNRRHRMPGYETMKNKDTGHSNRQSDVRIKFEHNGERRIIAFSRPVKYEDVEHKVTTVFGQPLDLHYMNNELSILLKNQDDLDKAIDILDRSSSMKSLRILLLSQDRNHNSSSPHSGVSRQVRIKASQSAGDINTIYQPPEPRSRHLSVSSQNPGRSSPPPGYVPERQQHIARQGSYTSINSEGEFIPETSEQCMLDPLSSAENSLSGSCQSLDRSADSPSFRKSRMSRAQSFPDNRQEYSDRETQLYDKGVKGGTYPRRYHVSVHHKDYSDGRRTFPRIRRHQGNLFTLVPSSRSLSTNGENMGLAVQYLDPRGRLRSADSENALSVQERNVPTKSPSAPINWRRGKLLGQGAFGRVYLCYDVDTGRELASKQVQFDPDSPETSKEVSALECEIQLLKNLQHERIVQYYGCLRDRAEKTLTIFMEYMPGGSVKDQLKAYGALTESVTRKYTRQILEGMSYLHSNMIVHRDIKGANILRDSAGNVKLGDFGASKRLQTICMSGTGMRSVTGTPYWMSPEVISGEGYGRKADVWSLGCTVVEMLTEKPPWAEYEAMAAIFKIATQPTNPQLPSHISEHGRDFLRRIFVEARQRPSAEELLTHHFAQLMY
CRFBP-R2 agonist: agonists of CRF-BP/CRF-R2 complex, primary screen, cell-based, HEK293, calcium dye fluorescence, uHTS | calcium dye fluorescence (FLIPR); percent of saturating CRF peptide response | activation, % at 13.2 µM | 350,000 compounds, 0.46% hits;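 active = activation of at least 50%, plus an integration ratio under a set limit after plate pattern correction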;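 also: plate controls were neutral control wells without compound for no effect and CRF at EC100 for full effect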
M4 PAM: human M4 muscarinic receptor positive allosteric modulators, primary screen, CHO-K1 cells, Fluo-8 calcium fluorescence; AID 624126, 2012; 360,000 compounds, 0.4% hits; activation, % at 3 µM; CHO-K1 hM4/Gqi5, ACh EC20; 0% = ACh EC20, 100% = maximal ACh;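 active = activation above its plate's cutoff, the mean activation of sample wells plus 3 SD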; also: some results filed as inactive read as strong as hits
PHOSPHO1 block: PubChem AID 1565; Phosphoethanolamine/phosphocholine phosphatase (Homo sapiens), Q8TCT1; recombinant PHOSPHO1, absorbance phosphatase assay; inhibition, % at 13.3 µM; 290,000 compounds, 1.1% hits; in the data active = inhibition above about 60%
CRFR2-BP antag: antagonists of CRF-BP/CRF-R2 complex, primary screen, cell-based, HEK293, calcium dye fluorescence, uHTS; AID 588475, 2011; 350,000 compounds, 0.59% hits; inhibition, % at 11.8 µM; CRF-induced calcium fluorescence;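 active = inhibition of the ligand-induced calcium signal above about 50% at the single tested concentration, limit read from the data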
The depositor's hits bear a star; ? = inconclusive; · = no result given.

SMILES	GalR3 antagonist	IDE cell inh	IDE cell activ	p-CIP stab down	MEKK3 PB1 HTS	CRFBP-R2 agonist	M4 PAM	PHOSPHO1 block	CRFR2-BP antag
CC(COc1ccccc1)N1CCC(CO)(CCc2ccccc2)CC1 (stereo unspecified)	-7	-3	0	-3	96	7.0	-7	24	-23
Cc1ccc(-c2c(C(=O)N/N=C/c3ccc(C)o3)nnn2-c2nonc2N)cc1	0	1	5	-4	100	-0.4	-6	-36	-12
O=C(C1=C[C@@H](C2CC2)C[C@@H](OCCCCO)O1)N1CCOCC1	0	3	-2	-9	87	0.1	6	28	-1
O=C(Nc1cccc(Oc2ccc3c(c2)C(=O)NC3=O)c1)c1cccs1	0	-1	-2	8	98	-0.1	-2	6	-8
Cc1ccc2nc(-c3ccc(-c4cccc(Cl)c4)cc3)c(NCc3ccccc3)n2c1	-3	2	4	·	·	-0.5	2	·	0
CNC(=O)c1ccsc1NC(=O)c1sc2ccccc2c1Cl	-3	1	7	-4	109	-0.9	-1	14	12
COc1ccccc1C(=O)NNC(=O)c1ccc2ccccc2c1O	-6	·	·	·	·	-1.3	10	·	-16
Cc1ccc2c(C)c(C(=O)N(C)C(C)c3ccncn3)oc2c1C (stereo unspecified)	-1	4	2	-7	102	-1.8	-6	28	4
O=C1CC2CC1C(C(=O)O)C2C(=O)O (stereo unspecified)	-2	·	4	·	·	2.5	4	·	-1
COc1ccccc1-c1nnc(SCC(=O)NNC(=O)c2ccccc2F)n1C	-3	6	5	·	·	-1.3	4	·	-2
COc1ccc(N2CCOCC2)c(NC(=O)c2ccc3c(c2)OCO3)c1	-5	0	-2	5	108	0.5	-2	40	1
COc1ccc(-c2nc(N)ncc2Oc2ccccc2Br)c(O)c1	0	-1	-5	-8	97	3.2	3	-14	-48
COC(=O)c1sccc1NC(=O)c1cccc(Cl)c1	-3	9	0	·	·	-1.1	-14	·	-39
Cc1cc(-n2c(C)cc(C(=O)CN3C(=O)NC4(CCCCCC4)C3=O)c2C)no1	-3	5	2	-1	92	-3.4	1	21	6
O=C(C1COc2ccccc2O1)N1CCN(c2ccccc2F)CC1 (stereo unspecified)	-3	-7	0	-6	100	-3.5	-6	-47	6
CC(NC(=O)c1ccccc1NC(=O)c1ccco1)C(=O)O (stereo unspecified)	2	4	6	-6	95	-1.3	-3	-11	8
O=C(CCCc1nc(-c2ccccc2Cl)no1)NCc1cccnc1	-2	1	4	-1	123*	-0.4	8	-10	8
O=C1c2cccnc2C(=O)N1Cc1cccs1	-3	-4	4	-16	97	0.4	5	33	17
COc1cc(CNCc2ccccn2)ccc1OCC(=O)NC1CCCCC1	-11	-4	1	-5	98	6.7	3	-21	-6
OC(c1ccccc1)c1nc2ccccc2[nH]1 (stereo unspecified)	-4	0	2	-4	105	-0.7	-5	46	8
C[C@H](NC(=O)Nc1ccccc1F)C(=O)O	-2	1	-3	2	94	4.2	13	28	25
CC(=O)NCC(=O)OCC(=O)c1ccc(Br)cc1	-12	2	1	-9	94	1.0	-6	-6	4
O=C1[C@@H]2C(c3cccnc3)=NO[C@@H]2C(=O)N1c1ccc2ccccc2c1	-4	5	0	11	78	-0.8	-3	15	-4
COc1ccccc1OCCCc1c(C)n[nH]c1C	-6	-2	-6	-11	105	-0.6	9	-7	9
O=C(NC1CCCC1)C(c1ccc(F)cc1)N(Cc1ccccc1)C(=O)c1csnn1 (stereo unspecified)	-11	2	-1	-8	101	0.7	10	39	-11
CCOc1ccc(N(CC(=O)NC2CCCCC2)C(=O)CNC(=O)c2ccco2)cc1	7	7	4	·	102	0.2	4	·	-5
Cc1cc(Cl)nc(SCC(=O)c2ccccc2)n1	-3	7	4	-16	97	-2.6	3	39	20
CC1CN(C(=S)Nc2ccccc2)CC(C)O1 (stereo unspecified)	-3	-4	6	-8	104	0.5	-4	-16	0
Cc1ccc(SCC(=O)OCC(=O)N(C)CC(=O)Nc2ccccc2Cl)cc1C	-5	0	5	12	100	-0.9	5	27	-9
O=C(COC(=O)c1ccco1)NCC1CCCCC1	-2	·	1	·	·	-0.2	-3	·	-3

The final 2 records of the part above lead into the next:
SMILES	GalR3 antagonist	IDE cell inh	IDE cell activ	p-CIP stab down	MEKK3 PB1 HTS	CRFBP-R2 agonist	M4 PAM	PHOSPHO1 block	CRFR2-BP antag
Cc1ccc(SCC(=O)OCC(=O)N(C)CC(=O)Nc2ccccc2Cl)cc1C	-5	0	5	12	100	-0.9	5	27	-9
O=C(COC(=O)c1ccco1)NCC1CCCCC1	-2	·	1	·	·	-0.2	-3	·	-3
Cc1ccc(CNC(=O)CCc2nc3ccccc3c(=O)[nH]2)cc1	-2	7	-1	-14	98	-0.5	-3	-4	-8
O=C1NC(=O)c2cc3ccccc3cc21	-6	3	2	·	·	-0.7	0	·	-1
Cc1ccc(CNC(=O)CCCN2C(=S)NC(C)(C)CC2C)cc1 (stereo unspecified)	-7	-4	2	3	?	-0.6	-1	1	-1
CCc1nnc(NC(=O)CSc2nc3c(C)cccc3[nH]2)s1	-9	3	-1	15	105	-1.3	1	-17	-10
Cc1ccc(S(=O)(=O)N(C)CC(=O)N2CCC(C(N)=O)CC2)cc1	-10	·	6	-6	99	-0.1	-3	31	3
CCCn1c(C(C)C)n[nH]c1=S	7	-2	-4	10	110	0.1	-16	32	-1
Cc1ccc(S(=O)(=O)NCc2ccccc2)cc1C(=O)NCc1ccccn1	-3	-3	-8	-12	103	-0.2	1	-1	-6
O=C(CSc1nc2ccccc2c(=O)n1CCCN1CCOCC1)NCCc1ccccc1	-1	1	3	·	·	1.0	8	·	-1
Cc1c(C(=O)Nc2ccc3c(c2)OCCO3)oc2ccc(Br)cc12	-5	5	0	·	·	-1.4	23*	·	6
Cn1cccc1/C=C1\SC(=Nc2ccc(O)cc2)NC1=O	2	6	6	-7	100	1.5	3	2	-5
CCOc1ccc(NC(=O)COc2ccc(S(=O)(=O)N3CCOCC3)cc2)cc1	-1	4	0	·	·	-1.0	13	·	-5
COCCN(C(=S)Nc1ccccc1OC)C(C)c1cccs1 (stereo unspecified)	-9	-2	-3	-2	121	-5.0	-1	-8	5
CCCCNC(=O)C1CCCN1S(=O)(=O)c1cccc2nsnc12 (stereo unspecified)	-4	1	-3	-10	108	1.2	-3	9	-2
O=C(Cn1cccc1C(=O)c1ccccc1)NCc1ccccc1	-1	9	2	-13	97	-1.4	5	36	11
CN1CCN(c2cc(C(F)(F)F)nc(-c3ccccn3)n2)CC1	-4	7	2	7	103	0.5	-2	49	25
CCc1ccc(OCC(=O)NC(=S)Nc2ccc(S(=O)(=O)NC3CCCCC3)cc2)cc1	-2	-5	1	-5	105	6.3	1	-1	3
CCCCC(CCc1ccccn1)C(=O)c1ccccc1 (stereo unspecified)	-7	·	5	·	·	-4.4	-1	·	44
Cc1ccc(S(=O)(=O)N2CCCCC2)cc1NC(=O)COC(=O)c1ccc(=O)[nH]c1	-3	3	-5	·	·	3.3	7	·	-1
CCCn1nnnc1NCc1ccccc1Cl	-12	-3	1	-3	107	-0.2	-1	19	4
OCCNCCOc1ccccc1-c1ccccc1	-9	4	3	4	99	1.2	3	0	-6
COc1ccc(Cl)cc1C(=O)OCC(=O)Nc1sccc1C(N)=O	-3	3	-4	·	·	1.1	-7	·	-6
CCCN(CCC)C(=O)CCSCCC(=O)N(CCC)CCC	-4	2	6	-8	101	-1.4	-3	-8	9
CC1CCN(S(=O)(=O)c2ccc(NC(=O)Cn3nnc(-c4ccccc4)n3)cc2)CC1	-2	3	4	-9	95	7.9	-2	20	5
Cc1ccc(NC(C)C(=O)N/N=C/c2c[nH]c3ccccc23)cc1 (stereo unspecified)	-6	9	-2	0	93	-0.5	0	12	-46
Cc1ccc(S(=O)(=O)N2CCN=C2SCc2c(F)cccc2Cl)cc1	1	-1	6	-12	106	1.8	3	23	9
Cc1ccc(Cn2c(=O)c3ccccc3n3c(SCC(=O)N4CCCCC4C)nnc23)cc1 (stereo unspecified)	-4	9	0	2	·	28	0	24	-98
CC1C(Br)C(=O)NC(=O)N1Cc1ccccc1 (stereo unspecified)	-7	7	4	-3	106	-1.0	-6	32	-19
CC1(C)SC(=S)N(Cc2ccc3c(c2)OCO3)C1N(O)C(=O)NC1CCCCC1 (stereo unspecified)	-2	1	1	-15	109	-2.9	6	22	-4
Cc1cccc(CN2CCCC(C(=O)Nc3ccccc3Oc3cccnc3)C2)c1 (stereo unspecified)	-3	3	4	1	100	-2.8	0	34	11
O=C(COC(=O)Cc1ccc(S(=O)(=O)N2CCOCC2)s1)Nc1ccc([N+](=O)[O-])cc1	-6	2	2	·	·	-0.6	-10	·	9
COc1ccc2oc(=O)c(/C(C)=N/NC(=O)c3ccncc3)cc2c1	-4	-4	3	-7	101	3.0	3	-24	-24
O=C(COC(=O)c1ccco1)Nc1nc2c(F)c(F)c(F)cc2s1	-3	-1	5	-3	106	-0.2	-4	0	-3
C#CCSc1cc(C(F)(F)F)nc(-c2ccccn2)n1	-5	6	0	11	99	-1.2	18	-4	11
Cc1ccc(SCc2cc(=O)[nH]c(N3CCCCC3)n2)cc1	0	4	2	2	101	1.3	-3	-3	-2
COc1ccccc1N1CCN(C(=O)c2oc3c(c2C)C(=O)CC(C)(C)C3)CC1	0	2	-3	-8	99	-1.6	-8	40	0
CCC1CCCCN1C(=O)c1noc(C(C)C)c1[N+](=O)[O-] (stereo unspecified)	-10	4	-5	0	110	-0.9	-16	0	14
COc1cccc(C(=O)NCC(=O)N/N=C/c2ccc(OC(=O)c3cccs3)c(OC)c2)c1	-2	8	-1	-3	77	4.4	-2	-17	-7
O=C(CNc1ccccc1Cl)N/N=C1\CCCc2ccccc21	2	0	8	-29	93	-1.6	6	34	4
CC(C)(C)NS(=O)(=O)CC12CCC(CC1=O)C2(C)C (stereo unspecified)	-2	6	0	-2	102	1.1	-6	-16	-33
Cc1nccn1CCc1n[nH]c(=S)n1Cc1ccccc1	-3	1	0	-7	102	0.8	-10	26	-15

Quoted from the listing.
CC(C)(C)NS(=O)(=O)CC12CCC(CC1=O)C2(C)C (stereo unspecified) | GalR3 antagonist = -2
O=C(CNc1ccccc1Cl)N/N=C1\CCCc2ccccc21 | M4 PAM = 6

Next section
SMILES	GalR3 antagonist	IDE cell inh	IDE cell activ	p-CIP stab down	MEKK3 PB1 HTS	CRFBP-R2 agonist	M4 PAM	PHOSPHO1 block	CRFR2-BP antag
COc1ccc(Oc2nc(-c3ccccn3)ncc2OC)cc1	-4	2	2	-10	94	5.0	9	32	8
O=C(O)C1CCCCC1C(=O)NC(c1ccccc1)c1ccccc1 (stereo unspecified)	-5	1	9	-2	100	1.6	1	28	4
CCOc1ccc2nc(-c3ccc(OC)c(OC)c3)cc(C(=O)O)c2c1	-4	-7	1	-3	99	-2.1	-4	-13	10
Cn1c(C(=O)N2CCN(c3ncccn3)CC2)cc2c(=O)n(C)c3ccccc3c21	0	3	5	9	100	-0.2	-10	1	2
CCc1ccc(C2(C)SC(NC(C)=O)=NN2C(C)=O)cc1 (stereo unspecified)	-1	2	3	12	96	1.4	-6	7	-10
CCSc1ncc(Cl)c(C(=O)Nc2ccccc2)n1	-9	-8	0	11	97	-6.1	4	4	-2
Cc1ccccc1-n1c(-c2ccc(=O)[nH]n2)n[nH]c1=S	-1	6	0	-6	98	-0.9	8	-7	-23

An unsorted share of the library; any-hit rate near 4.2%.
